# RORgamma inh = qHTS for inhibitors of ROR gamma transcriptional activity | Nuclear receptor ROR-gamma (Mus musculus), P51450 | Drosophila S2 Gal4-RORgamma UAS-luciferase reporter, 20 h | Potency, µM (doses to about 53.6 µM), inactives show at the top dose activity change, negative = inhibition, usual class: inhibitors | 5.4% of 310,000 active; note: potency is the fitted concentration of half-maximal effect; % is set by controls: 0 for no effect and ±100 for the full control effect; nearly all actives have a fitted effect of over 60% in size
# Target sequence (P51450 whole entry, looked up, the tested form may be a part): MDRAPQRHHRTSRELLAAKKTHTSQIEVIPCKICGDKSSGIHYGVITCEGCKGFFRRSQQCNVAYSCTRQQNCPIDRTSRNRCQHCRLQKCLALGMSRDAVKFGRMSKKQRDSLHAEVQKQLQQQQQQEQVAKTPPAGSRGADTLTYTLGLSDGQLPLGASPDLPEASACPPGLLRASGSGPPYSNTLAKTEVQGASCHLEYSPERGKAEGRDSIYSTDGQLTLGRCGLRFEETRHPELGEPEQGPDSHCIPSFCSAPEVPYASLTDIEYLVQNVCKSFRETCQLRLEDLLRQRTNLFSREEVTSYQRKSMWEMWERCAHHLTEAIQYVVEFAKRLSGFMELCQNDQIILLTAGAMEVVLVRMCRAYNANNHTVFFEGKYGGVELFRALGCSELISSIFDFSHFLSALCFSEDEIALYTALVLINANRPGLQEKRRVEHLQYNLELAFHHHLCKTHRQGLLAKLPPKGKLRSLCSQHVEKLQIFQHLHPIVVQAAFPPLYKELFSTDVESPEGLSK
#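 A Gal4/UAS one-hybrid system in insect cells: metallothionein-promoter Gal4–ROR gamma fusion plus Photinus luciferase reporter. Copper sulfate 700 uM final, 20 hr ambient incubation, luminescent detection after 10 min with reagent.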
# VP16 counter = VP16 counterscreen qHTS for inhibitors of ROR gamma transcriptional activity; Drosophila S2 Gal4-VP16 UAS-luciferase, luminescence, 20 h; Potency, µM (doses to about 53.6 µM), without a hit: top-dose activity, negative = inhibition, most hits filed as inhibitors; 3.5% of 310,000 active;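 note: Gal4-VP16 expression switched on by copper sulfate through the metallothionein promoter; potency is the fitted concentration of half-maximal effect; % is set by controls: 0 for no effect and ±100 for the full control effect; nearly all actives have a fitted effect of over 50% in size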
# FLuc counter = qHTS profiling assay for firefly luciferase inhibitor/activator using purifed enzyme and Km concentrations of substrates (counterscreen for miR-21 project); 6.9% of 360,000 active; Luciferin 4-monooxygenase (Photinus pyralis), P08659; Potency, µM (doses to about 57.5 µM), without a hit: at the top dose activity change, negative = inhibition, most hits filed as inhibitors; purified FLuc, Km substrates, luminescence inhibition;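 note: potency is the fitted concentration of half-maximal effect; plate controls were vehicle for no effect and reference inhibitor for full effect; nearly all actives have a fitted effect of over 55% in size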
# Target sequence (P08659 whole entry, looked up): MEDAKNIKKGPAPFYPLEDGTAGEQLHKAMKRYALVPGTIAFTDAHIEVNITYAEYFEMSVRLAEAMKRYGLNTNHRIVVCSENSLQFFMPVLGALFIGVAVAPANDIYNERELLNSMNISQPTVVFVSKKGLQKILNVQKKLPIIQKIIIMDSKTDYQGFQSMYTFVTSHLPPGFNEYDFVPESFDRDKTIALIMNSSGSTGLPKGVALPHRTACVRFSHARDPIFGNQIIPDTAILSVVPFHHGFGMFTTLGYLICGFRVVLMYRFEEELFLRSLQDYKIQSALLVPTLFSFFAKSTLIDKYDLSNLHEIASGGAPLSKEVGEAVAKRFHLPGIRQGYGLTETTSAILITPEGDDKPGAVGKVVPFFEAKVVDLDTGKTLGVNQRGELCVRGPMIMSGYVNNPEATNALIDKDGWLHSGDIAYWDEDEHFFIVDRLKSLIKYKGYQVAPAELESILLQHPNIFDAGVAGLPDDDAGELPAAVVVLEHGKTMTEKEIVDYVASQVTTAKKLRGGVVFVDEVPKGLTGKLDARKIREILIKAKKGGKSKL
#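 Biochemical qHTS of compounds, final roughly 60 µM downward over six points, against 10 nM purified firefly luciferase using Km concentrations of substrates (10 uM D-luciferin, 10 uM ATP) in Tris acetate pH 7.5 buffer; luminescence output.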
# BRCA1 expr act = qHTS Assay to Identify Small Molecule Activators of BRCA1 Expression. MCF7-BRCA1-FFLuc reporter, luminescence, 48 h; response scale: scaled: vehicle 0%, 10 µM genistein 100%. Potency, µM (highest dose often 46.1 µM), for inactives: top-dose activation, usual class: activators. 1.1% of 380,000 active. AID 624202, 2012; note: potency is the fitted concentration of half-maximal effect; nearly all actives have a fitted effect of over 80% in size; some results filed as inactive show a strong effect at the top dose
#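 Luminescence from a BRCA1-driven firefly luciferase in MCF7 cells was the read-out, taken 15 min after substrate addition following 48 h compound exposure at 37 °C. Data were normalized to a 10 microM genistein control and DMSO vehicle.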
# NPC1 promoter act = qHTS Assay for NPC1 Promoter Activators | Huh7 NPC1 promoter luciferase reporter, 24 h | Potency, µM (top dose mostly 9.22 µM), inactives show at the highest dose activation, actives largely listed as activators | AID 485313, 2010 | 2.4% of 320,000 active;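 note: potency is the fitted concentration of half-maximal effect; % of control where 0% means no effect; nearly all actives have a fitted effect of over 60% in size; reporter is driven by a mutant NPC1 promoter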
#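 In 1536-well qHTS, Huh7 cells harboring an NPC1 promoter–luciferase construct received compound for 24 h; activation was quantified by luminescence following luciferase reagent addition.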
# TRPV1 ag = HTS Assay for Compounds that Act as Agonists of the Vanilloid Receptor 1; TRPV1-expressing cells, Fluo-8 calcium influx, agonist mode; activation, % at 8.33 µM; AID 540275, 2011; 0.19% of 320,000 active; Transient receptor potential cation channel subfamily V member 1 (Homo sapiens), Q8NER1; in the data active = activation above about 80%; inconclusive = between about 30% and that limit; note: 0% is about no effect
#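 Fluo-8 calcium influx in TRPV1-expressing cells, kinetic read (ex 480/em 520 nm). Compound added and read 3 min for agonist activity, followed by capsaicin at EC20 final and 2 min further read for enhancement.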
# Rab9 prom act = qHTS Assay for Rab9 Promoter Activators; Potency, µM (series often up to 9.22 µM), for the others: at the top dose activation, negative = inhibition, actives largely listed as activators; Huh7 Rab9 promoter-luciferase reporter, luminescence, 24 h; 2.8% of 320,000 active; note: potency is the fitted concentration of half-maximal effect; % of control where 0% means no effect; nearly all actives have a fitted effect of over 60% in size
#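 Luminescence read-out: Huh7 cells stably expressing Rab9-luciferase, treated 24 h with compound at 37 °C, then lysed with luciferase reagent for 10 min at ambient before reading.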
# ELG1 genotoxic = qHTS screen for small molecules that induce genotoxicity in human embryonic kidney (HEK293T) cells expressing luciferase-tagged ELG1. HEK293T ELG1-luciferase reporter, luminescence, 16 h. Potency, µM (highest dose often 46 µM), inactives show top-dose activity change, positive = activation, actives largely listed as activators. 1.3% of 330,000 active; note: potency is the fitted concentration of half-maximal effect; % of control where 0% means no effect; nearly all actives have a fitted effect of over 60% in size
#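 Genotoxicity was scored as increased ELG1-luciferase reporter signal, measured by ONE-Glo luminescence (30 min, room temperature). Compound or vehicle exposure of the HEK293T reporter cells lasted 16 hr at 37°C.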
# Tb PFK block = qHTS Assay to Find Inhibitors of T. brucei phosphofructokinase; ATP-dependent 6-phosphofructokinase (Trypanosoma brucei brucei), O15648; T. brucei PFK, ADP-Glo luminescence; Potency, µM (series often up to 57.5 µM), for the others: at the highest dose activity, negative = inhibition, hits mostly inhibitors; 0.17% of 330,000 active; AID 485367, 2010;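 note: potency is the fitted concentration of half-maximal effect; 0% = uninhibited 1x PFK enzyme wells and -100% = no-enzyme wells; nearly all actives have a fitted effect of over 60% in size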
#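 PFK 1.25 nM, F6P 0.5 mM, ATP 0.1 mM, 0.1 M TEA pH 8.0, 5 mM MgCl2, 0.01% Tween20, 0.1% BSA; 45 min RT. ADP-Glo readout. qHTS titration up to 57 uM; curves fitted, compounds curve-classed.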
# ELG1 repair inh = qHTS screen for small molecules that inhibit ELG1-dependent DNA repair in human embryonic kidney (HEK293T) cells expressing luciferase-tagged ELG1. HEK293T ELG1-luciferase reporter, luminescence, 16 h; DNA damage induced by 5-fluorouridine. 2.3% of 330,000 active. Potency, µM (highest dose often 46.1 µM), for the others: at the highest dose activity change, negative = inhibition, usual class: inhibitors; note: potency is the fitted concentration of half-maximal effect; % is set by controls: 0 for no effect and ±100 for the full control effect; nearly all actives have a fitted effect of over 55% in size
#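 In this reporter screen, reduction of luminescence relative to DMSO vehicle indicated activity. Compounds and 5-fluorouridine were added together to 2,000 cells per well, incubated for 16 hr at 37 °C, then developed with ONE-Glo.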
# p53 reactivator = qHTS assay for re-activators of p53 using a Luc reporter; H1299 p53-A138V BP100-luciferase reporter, luminescence, 24 h; Potency, µM (top dose mostly 92.2 µM), inactives show at the highest dose activity change, positive = activation, most hits filed as activators; 0.063% of 320,000 active; AID 504706, 2011; note: potency is the fitted concentration of half-maximal effect; % of control where 0% means no effect; nearly all actives have a fitted effect of over 45% in size
#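 H1299 (p53-null), stable ts p53-A138V + BP100-Luc; 1000 cells/well, Opti-MEM/10% FBS; cpd 4 pt, 1:5; 24 h, 37 deg C, 5% CO2; detection reagent 10 min RT; luminescence.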
# * = called active by the depositor; ? = inconclusive; / = not tested or not shown; [ ] = remark or other dose. Unless noted, calls come from the whole dose curve; as a rule, active = well fitted curve in the direction sought with a large enough effect; inconclusive = small, poorly fitted or top-dose-only effect, or another doubt; inactive = no such curve, though single readings can be large; an effect the other way counts as inactive or inconclusive.
Molecule	RORgamma inh	VP16 counter	FLuc counter	BRCA1 expr act	NPC1 promoter act	TRPV1 ag	Rab9 prom act	ELG1 genotoxic	Tb PFK block	ELG1 repair inh	p53 reactivator
CC(C)C[C@H](NC(=O)c1nc[nH]c1C(=O)NCCCCCNC(=O)OC(C)(C)C)C(=O)OC(C)(C)C	3.2µM*	7.1µM*	8%	-59%	1%	?	0%	-11%	8%	?	0%
COc1ccccc1NC(=O)NC(N)=O	?	12%	-1%	4%	-2%	2	1%	-3%	1%	2%	-11%
Cc1cc(NC(=O)CCCC(=O)O)nc(C)n1	-3%	-3%	-2%	-2%	-1%	-3	3%	2%	4%	11%	-3%
O=C1c2cccc3cccc(c23)C(=O)N1OS(=O)(=O)c1ccccc1	-20%	-11%	19µM*	-33%	1%	-1	-3%	11%	-14%	?	23%
O=C(c1ccccc1)N(Cc1cccs1)C1CCS(=O)(=O)C1 (centres undefined)	5%	2%	0%	-1%	14%	1	4%	1%	3%	5%	0%
C(=N\Nc1nn2cnnc2c2ccccc12)/c1ccco1	-9%	-17%	-12%	-11%	0%	-5	-4%	4%	1%	21%	6%
CSCC(=O)N1CCCC(C(=O)c2cc(F)ccc2F)C1 (centres undefined)	?	?	6%	-6%	-3%	7	-9%	1%	4%	-13%	0%
COC(=O)c1ccccc1NC(=O)Nc1ccc(Cl)cn1	7%	-1%	-1%	51%	14%	-6	17%	14%	2%	?	-4%
COCc1nc2ccccc2n1Cc1ccccc1Br	6.3µM*	5.6µM*	2%	0%	-7%	-4	0%	3%	5%	18%	-17%
CC(C)c1onc(C(=O)N2C(C)CCCC2C)c1[N+](=O)[O-] (centres undefined)	-25%	0%	8%	-3%	-3%	6	-2%	-1%	1%	-1%	1%
CC(=NCCc1ccccc1)C1=C(O)CSC1=O	3%	?	-17%	60%	-3%	3	17%	4%	5%	?	2%
COc1ccc(CCNC(=O)CSCc2ccc(F)cc2)cc1OC	-1%	-5%	-1%	-13%	-8%	7	-1%	0%	0%	0%	-8%
COc1ccc(C(c2c(C)n(C)n(-c3ccccc3)c2=O)c2c(C)n(C)n(-c3ccccc3)c2=O)cc1OC	20%[1.91 µM]	-14%	-1%	-3%	-3%	-2	-2%	-1%	?	-4%	/
Cn1c(=S)[nH]c2sc3c(c2c1=O)CCC(C(C)(C)C)C3 (centres undefined)	0.32µM*	1µM*	4.3µM*	/	?	-1	?	7%	2%	?	20µM*
O=C(O)C(C(=O)Oc1ccccc1)C(C(=O)O)C(=O)Oc1ccccc1 (centres undefined)	/	/	0%	-10%	-3%	2	-6%	-2%	20%	18%	-7%
CCC(C)[C@H](NC(=O)[C@@H]1CSC2c3ccccc3C(=O)N21)C(=O)NC1CCCC1 (some centres undefined)	14%	-5%	1%	-17%	1%	11	3%	-1%	2%	-2%	0%
CCCOc1ccc(-c2nc(=S)[nH][nH]2)cc1	0%	-26%	?	3.5µM*	28%	-12	?	?	3%	?	9%
CCOc1ccc2nc(COC(=O)c3cccs3)c(C(C)=O)[n+]([O-])c2c1	9%	-9%	?	-8%	0%	8	-1%	0%	-3%	14%	5%
CC(=O)C1=C(C)Nc2ncnn2C1c1ccc(O)cc1 (centres undefined)	-5%	2%	3%	-1%	2%	-3	-2%	-1%	1%	2%	6%
O=C(NCCC1CCCCN1S(=O)(=O)c1ccccc1)C(=O)Nc1ccccc1F (centres undefined)	/	/	3%	-24%	-3%	-3	3%	9%	4%	?	-3%
CCOC(=O)N1CCC(NC(=O)c2cc(C(=O)Nc3ccc(OC)c(OC)c3)ccc2CO)CC1	32%	0%	14%	-18%	-1%	-4	-3%	1%	8%	7%	-3%
COC(=O)c1cc2occc2n1Cc1nc(-c2ccccc2Cl)oc1C	?	-2%	-18%	-7%	0%	0	-5%	3%	0%	-6%	-2%
C#CCCOC(=O)N1C2=NC(C(=O)OC)=C(C(=O)OC)[C@@H]3N(C)c4ccccc4[C@]23C[C@H]1C(=O)OC	5%	2%	1%	-9%	-1%	6	-6%	1%	0%	4%	0%
O=C(CCCc1c[nH]c2ccccc12)N1CCOCC1	?	-8%	-15%	27%	14%	-1	20%	5%	-2%	?	?
CCOc1ccc(CCNC(=O)CCNS(=O)(=O)c2ccc3c(c2)CCN3C(C)=O)cc1OCC	8%	11%	6%	-22%	-8%	0	-2%	-4%	1%	-11%	-4%
COc1ccc(NC(=O)c2ccc(S(=O)(=O)N(C)C)cc2)cc1	19%	-17%	-18%	5%	-4%	?	1%	3%	1%	-2%	3%
COc1cc2nc(CN3CCN(S(=O)(=O)c4ccc(Cl)cc4)CC3)[nH]c(=O)c2cc1OC	-2%	4%	-1%	-8%	-4%	3	-9%	-12%	-4%	?	-4%
COc1ccc(/C=N/NC(=O)c2ccc3nc[nH]c3c2)cc1	-10%	3%	21µM*	-19%	-3%	/	4%	5%	-3%	?	4%
O=C(O)c1cccc(S(=O)(=O)Nc2ccc3oc(=O)sc3c2)c1	-6%	-8%	-1%	12%	-5%	-5	0%	-1%	?	-9%	5%
Cc1cccc(C(=O)O/N=C(\N)Cc2ccc([N+](=O)[O-])cc2)c1	?	?	-18%	-38%	5%	10	10%	-3%	-10%	-10%	?
NC(=O)COC(=O)c1ccc(Oc2ccccc2)cc1	24%	5%	-18%	6%	-3%	?	-2%	14%	0%	3%	-1%
CCCCCCCOc1ccc(OC(=O)c2cccnc2)cc1	-9%	11%	2%	2%	-2%	3	-16%	?	4%	?	3%
CC(C)CC1NC(=O)N(CC(=O)Nc2cc(S(=O)(=O)N3CCOCC3)ccc2Cl)C1=O (centres undefined)	/	/	/	13%	/	/	/	0%	-3%	0%	-9%
O=c1ccc(S(=O)(=O)N2CCCC2)cn1Cc1nc(-c2ccccc2)no1	/	/	/	-2%	-2%	14	-6%	0%	-8%	-15%	4%
COc1cc(C(=O)Oc2ccccc2/C=N/NC(=O)c2ccc(C)c(Cl)c2)cc(OC)c1OC	5µM*	?	-1%	-79%	-23%	2	-33%[inhibitor]	?	0%	4.6µM*	?
CCOC(=O)CNC(=O)Cn1cnc2c(nnn2-c2ccc(F)cc2)c1=O	-7%	7%	6%	0%	0%	-1	4%	2%	3%	6%	-7%
Cc1nnc(C)n1/N=C/c1ccc2c(c1)OCCO2	-28%	-7%	2%	-1%	0%	2	0%	?	-1%	?	-2%

# Single records, from the list above. Order of screens: RORgamma inh	VP16 counter	FLuc counter	BRCA1 expr act	NPC1 promoter act	TRPV1 ag	Rab9 prom act	ELG1 genotoxic	Tb PFK block	ELG1 repair inh	p53 reactivator
# COc1cc(C(=O)Oc2ccccc2/C=N/NC(=O)c2ccc(C)c(Cl)c2)cc(OC)c1OC across the screens: 5µM*	?	-1%	-79%	-23%	2	-33%[inhibitor]	?	0%	4.6µM*	?
# Cc1nnc(C)n1/N=C/c1ccc2c(c1)OCCO2 across the screens: -28%	-7%	2%	-1%	0%	2	0%	?	-1%	?	-2%
# CCCCCCCOc1ccc(OC(=O)c2cccnc2)cc1 across the screens: -9%	11%	2%	2%	-2%	3	-16%	?	4%	?	3%
# O=c1ccc(S(=O)(=O)N2CCCC2)cn1Cc1nc(-c2ccccc2)no1 across the screens: /	/	/	-2%	-2%	14	-6%	0%	-8%	-15%	4%
# COc1ccc(NC(=O)c2ccc(S(=O)(=O)N(C)C)cc2)cc1 across the screens: 19%	-17%	-18%	5%	-4%	?	1%	3%	1%	-2%	3%

# Compound activity (PubChem)
